# High-throughput results from PubChem BioAssay.
# PPARg SRC-1 ag – promotes SRC-1 coactivator recruitment by human PPARgamma. activation, % at 8 µM. PPARgamma-SRC-1 coactivator recruitment biochemical assay. P37231. hit rate 0.41% among 200,000; in the data active means activation above about 19%;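 further: 0% = DMSO and 100% = reference agonist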
# RAM inhibit – inhibitors of the yeast RAM network; inhibition, % at 50 µM; S. cerevisiae dse1pr::URA3 reporter, 5-FOA growth OD615, 2 d; analog-sensitive cbk1-as2 kinase mutant strain; hit rate 1.8% among 190,000; AID 868;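 active means inhibition above a set limit, 3 SD over mean compound inhibition, cut at about 8.4% in these data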;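 further: 0% = DMSO-only wells with no growth and 100% = 10 µM 1-NA-PP1 full growth; inhibition rescues growth on 5-FOA so higher OD means more RAM inhibition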
# Lmaj promast – reduces viability of Leishmania major promastigotes; hit rate 9% among 200,000; inhibition, % at 10 µM; resazurin fluorescence viability; in the data active means inhibition above about 50%;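 further: promastigotes grown with compound for 44 hours at 28 °C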
# DTT redox prof – compounds producing H2O2 with reducing agent – biochemical, NIH compound library profiling, artefact control for MLSCN library redox annotation, primary screen; AID 878; activation, % at 10 µM; DTT-dependent redox cycling H2O2, phenol red/HRP absorbance; 100% = 100 µM peroxide control, 0% = buffer; hit rate 0.03% among 200,000;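 active means activation of at least 50% relative to the plate's high and low controls in the primary single-dose screen; inactive means activation below 50%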;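 further: compound incubated with DTT at 0.8 mM final as the reducing agent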
# PPARg SRC3 recr – PPARgamma-driven SRC-3 recruitment agonism. hit rate 0.26% among 200,000. biochemical PPARgamma/SRC-3 coactivator recruitment assay. P37231. activation, % at 8 µM; in the data active means activation above about 23%;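 further: 0% = DMSO and 100% = reference agonist; some compounds past the cut are filed as inactive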
# ROMK mod – human ROMK K+ channel modulation, primary screen | Tet-inducible ROMK, thallium flux fluorescence; actives lie on both sides | AID 1918 | B-score at 10 µM | hit rate 2% among 130,000 | P48048;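 active means signal ratio slope over the read window, or its plate-corrected B-score, at least 3 SD from the plate mean, either direction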;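 further: B-score of the F/F0 ratio slope over 7 to 12 s after thallium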
# Target sequence (P48048 whole entry, looked up): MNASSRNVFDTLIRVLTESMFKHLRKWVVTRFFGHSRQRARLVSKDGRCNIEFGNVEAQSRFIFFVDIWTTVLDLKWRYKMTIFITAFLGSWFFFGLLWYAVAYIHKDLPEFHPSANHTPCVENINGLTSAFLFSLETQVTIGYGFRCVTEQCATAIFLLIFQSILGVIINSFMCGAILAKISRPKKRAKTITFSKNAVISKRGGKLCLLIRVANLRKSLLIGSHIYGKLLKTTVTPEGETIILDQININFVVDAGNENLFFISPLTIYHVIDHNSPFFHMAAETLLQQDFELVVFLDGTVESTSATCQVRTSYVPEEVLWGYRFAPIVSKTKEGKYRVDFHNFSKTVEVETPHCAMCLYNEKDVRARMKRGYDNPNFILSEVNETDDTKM
# SRC2 TRFRET art – counter-screen for PPARgamma SRC-2 recruitment agonists: TR-FRET artefact | TR-FRET ratio at 8 µM | AID 1049 | hit rate 0.4% among 200,000 | hits give high values; in the data active means TR-FRET ratio above about 2000; further: inactives centre near 1500; reference of the scale not given here
# Efa HMGR inh – E. faecalis class II HMG-CoA reductase inhibition | purified E. faecalis HMGR, NADPH absorbance 340 nm kinetic | inhibition, % at 10 µM | hit rate 0.41% among 190,000 | AID 1066;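 active means inhibition above a set limit, the median over all tested compounds plus 3 SD, cut at about 9.5% in these data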;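 further: enzyme runs in reverse so mevalonate oxidation gives rising NADPH absorbance; 0% = complete reaction with DMSO and 100% = background rate lacking mevalonate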
# bIAP inh – intestinal alkaline phosphatase (bovine) inhibition. 190,000 tested, under 10 active. inhibition, % at 20 µM. purified bovine IAP, CDP-star luminescence, 30 min;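 active means over 50% inhibition of intestinal alkaline phosphatase at 20 µM in the single-dose screen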
#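 System: Purified bovine intestinal alkaline phosphatase (IAP) enzyme | Input: IAP diluted 1/65,000,000 in the well | Also added: CDP-star chemiluminescent phosphatase substrate, 30 µM final | Dosing: 20 µM single dose | Times: Enzyme reaction for 30 min at room temperature | Detection: Luminescence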
# PPARg SRC-2 ag – agonists of SRC-2 recruitment by human PPARgamma | P37231 | PPARgamma LBD-SRC-2 recruitment, biochemical | activation, % at 8 µM | hit rate 0.34% among 200,000 | AID 1032; in the data active means activation above about 22%;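 further: 0% = vehicle and 100% = reference agonist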
# S1P3 antag – blocks the human S1P3 receptor | Q99500 | CHO S1P3 NFAT-BLA reporter, FRET fluorescence, antagonist mode | inhibition, % at 4.98 µM | hit rate 0.27% among 170,000 | AID 485;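 active means inhibition above the plate cutoff, the mean inhibition of test wells on that plate plus 3 SD, cut at about 28% in these data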;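 further: cells challenged with S1P at its EC80 of 0.8 µM; blue over green emission ratio from cleaved BLA substrate after 4 h stimulation; 0% = S1P-stimulated wells and 100% = unstimulated DMSO-only wells; some compounds past the cut are filed as inactive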
# Target sequence (Q99500 whole entry, looked up): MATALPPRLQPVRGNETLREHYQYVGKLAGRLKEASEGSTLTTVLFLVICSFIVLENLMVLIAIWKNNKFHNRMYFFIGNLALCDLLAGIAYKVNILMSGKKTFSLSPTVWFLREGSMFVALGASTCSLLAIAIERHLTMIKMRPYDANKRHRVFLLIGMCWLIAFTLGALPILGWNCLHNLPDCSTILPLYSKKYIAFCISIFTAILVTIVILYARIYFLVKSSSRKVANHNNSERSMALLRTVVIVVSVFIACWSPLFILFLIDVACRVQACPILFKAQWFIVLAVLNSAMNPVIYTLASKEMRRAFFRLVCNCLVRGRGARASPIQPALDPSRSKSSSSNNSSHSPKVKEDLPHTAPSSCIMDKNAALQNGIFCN
# Numbers without * were called inactive; · = no result given.
SMILES,PPARg SRC-1 ag,RAM inhibit,Lmaj promast,DTT redox prof,PPARg SRC3 recr,ROMK mod,SRC2 TRFRET art,Efa HMGR inh,bIAP inh,PPARg SRC-2 ag,S1P3 antag
Cc1ccc(-c2nn(-c3ccccc3)cc2C(=O)OCC(=O)Nc2ncc(Cl)cc2Cl)cc1,-4,4.1,-2,-0.3,-3,-0.89,1385,-4,19,-3,11
CC(C)CCSc1nc2c(c(=O)[nH]c(=O)n2C)n1CCc1ccccc1,7,5.6,0,0.6,-4,0.19,1634,-3,16,3,-21
CCOC(=O)c1sc(N(Cc2ccccc2)C(=O)COC(=O)c2ccccc2O)nc1C,-5,0.3,-1,0.3,2,-0.88,1532,-2,-20,5,5
Oc1c(Cl)cc(Cl)cc1CNc1ccc(Br)cn1,2,1.6,-4,0.1,-4,-0.021,1523,2,2,0,·
CCOC(=O)c1sc(=S)n(-c2cccc(C(F)(F)F)c2)c1SC,7,3.0,-10,1.4,11,·,1595,-5,10,5,·
C/C(=N\N1CCN(C2c3ccccc3-c3ccccc32)CC1)c1ccco1,7,2.3,3,-0.2,6,-0.42,1699,-8,14,1,-5
CCOc1ccc2nc(N/C(N)=N/C(=S)Nc3ccc(C)c(C)c3)nc(C)c2c1,-3,3.8,31,0.1,-1,-0.26,1414,-5,·,5,-1
CC1CCCCC1NC(=S)NC(=O)c1ccccc1Br (stereo not drawn),-1,2.5,-5,-0.1,-4,0.96,1290,-4,15,-4,-12
CC(C)OP(=O)(c1ccccc1)c1ccccc1,-1,0.7,-2,0.1,-5,·,1345,-6,9,-4,-20
Fc1cnc(N2CCc3ccccc32)nc1N1CCc2ccccc21,-8,6.0,0,0.9,-8,0.0091,1337,-2,2,1,·
COc1cccc(Oc2coc3cc(OC(=O)N4CCOCC4)ccc3c2=O)c1,-3,0.6,0,-0.4,7,-0.84,1832,-7,3,1,4
Cc1cccc(N(C)S(=O)(=O)c2ccc3[nH]c(=O)c(=O)[nH]c3c2)c1,-5,0.8,-6,3.2,-4,-0.98,1363,-12,-12,1,-19
COc1cc(NS(=O)(=O)c2ccc(NC(=O)C34CC5CC(CC(C5)C3)C4)cc2)ncn1,5,7.4,0,-0.2,16,1.2,1597,2,8,4,15
OCCN1CCN(C2Cc3cc(Cl)ccc3Sc3ccc(Cl)cc32)CC1 (stereo not drawn) (tested in a mixture with another compound),3,-0.6,55*,0.0,12,-0.87,1563,-9,4,11,·
CCCN1CNC(=S)N(c2cc(C)ccc2C)C1,2,0.1,-8,2.1,12,·,1627,-11,6,6,·
CCOc1cccc(NC(=O)c2cccc(F)c2)c1,-3,-0.4,0,-0.5,-3,-0.56,1603,-3,4,10,-9
COC(=O)c1cccc(Cn2nc(C)c([N+](=O)[O-])c2C)c1,-4,0.2,1,-0.5,-3,-0.32,1543,-5,0,-1,-12
Cc1cc(=O)oc2cc(OC(C)C(=O)Nc3ccc(N4CCOCC4)cc3)ccc12 (stereo not drawn),-4,5.8,7,-3.8,0,·,1537,3,0,3,·
O=C(Nc1ncccn1)C1CCCCC1,-7,2.7,-4,-0.8,1,-0.83,1538,-3,4,1,-2
CCNC(=S)NNC(=O)c1cccnc1,4,-1.0,-6,-0.4,2,·,1545,-3,0,6,·
O=C(CCSc1ccc(Cl)cc1)N1CCOCC1,1,1.1,-6,-0.4,5,-0.059,1657,4,5,-3,·
COCCn1c(Cc2ccccc2)nnc1SCC(=O)N1CCCCC1C (stereo not drawn),4,0.8,1,0.1,3,-0.33,1520,0,2,6,·
Cc1ccc(N/C=C2\CCCCC2=O)c(C)c1,-9,-0.5,-3,-0.4,-1,-0.45,1661,0,12,14,11
Cc1cc(C(F)(F)F)n2ncc(-c3ccccc3)c2n1,-1,1.1,-6,2.3,8,·,1597,-8,12,6,14
Cc1ccc(-c2nnc3n2N=C(c2ccc(Br)cc2)CS3)cc1,-2,4.2,0,-1.1,-3,·,1608,-2,14,9,9
# (more compounds)
SMILES,PPARg SRC-1 ag,RAM inhibit,Lmaj promast,DTT redox prof,PPARg SRC3 recr,ROMK mod,SRC2 TRFRET art,Efa HMGR inh,bIAP inh,PPARg SRC-2 ag,S1P3 antag
O=C(COC(=O)c1ccncc1)NCCCc1ccccc1,11,1.0,-10,0.0,5,-1.7,1432,-1,-21,1,-7
COc1cccc(OCc2nnc(SCC(=O)NCc3ccco3)n2C)c1,1,2.8,-2,2.6,0,·,1576,-1,0,-6,·
CCOC(=O)c1cccc(NC(=O)CSc2nnc(COc3ccc(Cl)cc3)o2)c1,6,5.0,0,-2.8,2,·,1507,-2,11,12,-37
O=C(NCN1CCc2ccccc2C1)c1ccccc1,13,1.4,5,2.1,3,-0.056,1639,-3,2,1,-14
O=C(CCCN1C(=O)c2ccccc2C1=O)Oc1ccc(F)cc1,-1,1.2,-2,-4.4,6,·,1562,-4,10,0,-27
O=S(=O)(c1ccc(F)cc1)N(CCO)CC(O)Cn1c2ccccc2c2ccccc21 (stereo not drawn),2,8.7*,25,0.4,11,-1.1,1599,0,10,6,·
COc1ccc(CN2CCCC(C(=O)N3CCCC3)C2)cc1 (stereo not drawn),-3,1.8,8,-0.8,-1,-0.48,1498,0,6,3,3
CC(=O)NC1CCN(C(=O)N2CCCC2)CC1,-1,1.3,-4,0.3,3,·,1708,1,10,4,7
CC(CC1CC(C)(C)OC1=O)C(=O)Nc1ccc([N+](=O)[O-])cc1 (stereo not drawn),-2,-0.1,-6,0.6,-7,·,1607,4,18,3,0
O=C(Nc1cc2c(cc1Cl)OCCO2)c1ccco1,-4,0.9,2,3.0,-1,·,1476,-3,8,-6,·
NS(=O)(=O)c1cc2c(cc1Cl)NCNS2(=O)=O,-2,0.6,-5,0.7,4,·,1393,-3,12,0,7
Cc1cc(-c2ccccc2)nc2[nH]n(-c3ccccc3)c(=O)c12,1,3.0,-5,0.0,-7,·,1413,0,25,3,·
COc1ccc(OC)c(NC(=O)c2cnn(-c3ccccc3Cl)c2NC(=O)c2ccco2)c1,-1,0.7,0,0.1,1,·,1404,0,4,1,·
CN1C2CCC1CC(OC(=O)c1c[nH]c3ccccc13)C2 (stereo not drawn),-5,0.7,3,1.2,5,·,1523,-1,14,0,-14
CCCOc1ccc(NC(=O)C2CC(=O)N/C(=N/N=C(\C)CCc3ccc4c(c3)OCO4)S2)cc1 (stereo not drawn),6,2.4,-5,-0.5,-7,0.06,1540,-3,-15,5,2
Cc1cc(NC(=O)C2COc3ccccc3O2)no1 (stereo not drawn),1,1.9,-5,-2.1,3,·,1501,1,-5,-1,-7
Cc1ccccc1Nc1nc(N)nc(COc2ccc(C#N)cc2)n1,-2,2.2,-2,0.1,0,0.67,1540,3,6,-3,10
Cc1ccc(CN(c2ccc(C(=O)NCc3ccc4c(c3)OCO4)cc2)S(C)(=O)=O)cc1,3,7.7,-2,0.2,4,·,1665,-1,7,-1,·
COc1ccc(NC(=O)c2cc([N+](=O)[O-])ccc2N2CCN(C)CC2)cc1,-6,0.8,11,-1.7,2,0.97,1264,-10,10,4,-17
CN1CCN(C(=S)c2cn(Cc3cccc(F)c3)c3ccccc23)CC1,11,1.9,23,-0.4,6,-1,1690,2,-6,-2,-2
CC1=C(C(=O)Nc2ccccc2F)C(c2cccs2)NC(=S)N1 (stereo not drawn),2,0.1,8,-2.6,1,0.15,1725,-8,20,0,-3
CN1CCN(c2ncccc2S(=O)(=O)N2CCCCC2)CC1,1,1.0,-5,0.9,12,-0.17,1424,-2,5,13,·
COc1cc2c(cc1OC)C(c1ccc(-c3ccccc3Cl)o1)=NCC2,0,1.2,68*,0.3,2,-1.7,1589,0,6,2,·
COc1ccc(CNC(=O)c2cc3c(s2)CS(=O)C3)cc1 (stereo not drawn),2,2.1,-4,-1.0,9,·,1439,-3,6,1,·
CC(=O)Nc1ccc(NC(=S)Nc2ccc(F)cc2)cc1,3,0.0,16,-0.6,4,-0.21,1438,-3,-6,-4,-10
# Going on with the list.
SMILES,PPARg SRC-1 ag,RAM inhibit,Lmaj promast,DTT redox prof,PPARg SRC3 recr,ROMK mod,SRC2 TRFRET art,Efa HMGR inh,bIAP inh,PPARg SRC-2 ag,S1P3 antag
COC(=O)c1cc(CSc2nc3ccccc3[nH]2)oc1C,-3,-0.8,31,0.2,11,-0.13,1510,-3,-30,5,·
O=C(NCCc1ccccn1)C1CCN(S(=O)(=O)c2ccc(Cl)cc2)CC1,7,4.1,-4,-2.7,2,0.38,1490,-5,4,-2,7
CC(SCc1ccccc1)C(=O)N/N=C/c1cccs1 (stereo not drawn),7,0.0,22,-0.6,7,·,1641,-5,36,10,1
COc1ccc(C2CC2/C(C)=N/OC(=O)c2cccs2)cc1 (stereo not drawn),2,0.2,-2,0.2,-7,-2,1405,-1,10,0,·
CCn1c(SCC(=O)N=Nc2c(O)[nH]c3ccccc23)nc2ccccc21,5,1.8,4,-0.3,-1,·,1487,0,-6,8,1
COc1ccccc1NS(=O)(=O)c1cc(NC(=O)/C=C/c2cccs2)ccc1N1CCOCC1,2,4.2,99*,0.0,3,·,1619,-2,2,-1,-3
O=C(c1ccc(NC(=S)NCc2ccco2)cc1)N1CCOCC1,2,0.2,-4,-0.1,3,0.85,1588,1,-5,-2,-11

# An excerpt of these results, as labelled records.
CCn1c(SCC(=O)N=Nc2c(O)[nH]c3ccccc23)nc2ccccc21
  PPARg SRC-1 ag: 5 | RAM inhibit: 1.8 | Lmaj promast: 4 | DTT redox prof: -0.3 | PPARg SRC3 recr: -1 | ROMK mod: · | SRC2 TRFRET art: 1487 | Efa HMGR inh: 0 | bIAP inh: -6 | PPARg SRC-2 ag: 8 | S1P3 antag: 1

COc1ccccc1NS(=O)(=O)c1cc(NC(=O)/C=C/c2cccs2)ccc1N1CCOCC1
  PPARg SRC-1 ag: 2 | RAM inhibit: 4.2 | Lmaj promast: 99* | DTT redox prof: 0.0 | PPARg SRC3 recr: 3 | ROMK mod: · | SRC2 TRFRET art: 1619 | Efa HMGR inh: -2 | bIAP inh: 2 | PPARg SRC-2 ag: -1 | S1P3 antag: -3

O=C(c1ccc(NC(=S)NCc2ccco2)cc1)N1CCOCC1
  PPARg SRC-1 ag: 2 | RAM inhibit: 0.2 | Lmaj promast: -4 | DTT redox prof: -0.1 | PPARg SRC3 recr: 3 | ROMK mod: 0.85 | SRC2 TRFRET art: 1588 | Efa HMGR inh: 1 | bIAP inh: -5 | PPARg SRC-2 ag: -2 | S1P3 antag: -11
